NPYLR7 ag – activates Aedes aegypti NPYLR7 receptor; HEK293T NPYLR7/Galpha15, GCaMP6s calcium fluorescence; activation, % at 10 µM; 0.15% of 270,000 active; in the data active = activation above about 40%;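 note: 0% = vehicle and 100% = reference agonist at the receptor; some compounds past the cut are filed as inactive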
hcGAS inh – blocks human cGAS activity. Q8N884. recombinant h-cGAS, ATP depletion, Kinase-Glo luminescence. inhibition, % at 12.5 µM. 0.081% of 290,000 active. AID 1259398;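 note: 0% = vehicle reaction and 100% = reaction without DNA for no activity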
Target sequence (Q8N884 whole entry, looked up): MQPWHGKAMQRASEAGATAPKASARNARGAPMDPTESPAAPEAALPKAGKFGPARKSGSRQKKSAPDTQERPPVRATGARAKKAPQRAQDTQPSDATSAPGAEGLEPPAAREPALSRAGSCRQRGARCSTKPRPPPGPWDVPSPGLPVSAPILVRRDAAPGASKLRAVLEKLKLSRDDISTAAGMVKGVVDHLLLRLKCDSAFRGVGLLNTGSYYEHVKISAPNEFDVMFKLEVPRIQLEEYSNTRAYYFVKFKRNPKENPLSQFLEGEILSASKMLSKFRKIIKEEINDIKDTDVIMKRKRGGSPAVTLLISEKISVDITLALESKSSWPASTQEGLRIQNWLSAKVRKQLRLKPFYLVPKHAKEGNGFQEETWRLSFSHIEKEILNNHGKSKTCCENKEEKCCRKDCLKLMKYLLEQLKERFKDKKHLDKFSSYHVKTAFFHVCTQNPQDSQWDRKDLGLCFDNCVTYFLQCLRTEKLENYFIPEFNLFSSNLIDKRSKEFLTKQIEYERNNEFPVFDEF
mcGAS lum – inhibitors of mouse cGAS; Q8C6L5; recombinant cGAS, Kinase-Glo ATP depletion luminescence; inhibition, % at 12.5 µM; 0.15% of 160,000 active; AID 1259399;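 note: 0% = negative control wells and 100% = reference inhibitor with no enzyme activity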
Numbers without * were called inactive; . = no result given; & = joins results of further samples. Cut-off read from the data, not from the text of the source, unless noted: active = inhibition above about 40%; inactive = the rest.

Sample of the layout, 4 compounds:
Sequence of screens – NPYLR7 ag, hcGAS inh, mcGAS lum
Cc1nc(C2CC2)ncc1C(=O)NCc1nccn1Cc1ccccc1
  0, 1, -12
CCn1cc(C(=O)Nc2cccnc2)c2nn(-c3ccccc3)c(=O)c-2c1
  10, -2, -6
COc1nc(-c2ccco2)n(-c2ccc(NS(=O)(=O)c3ccc(F)cc3)cc2)n1
  15, -2, -7
CC(C)C(=O)NC1CCN(C(=O)c2c(F)cccc2Cl)CC1
  -31, 10, .

The listing (from the top)
Sequence of screens – NPYLR7 ag, hcGAS inh, mcGAS lum
Cc1nc(C2CC2)ncc1C(=O)NCc1nccn1Cc1ccccc1
  0, 1, -12
CCn1cc(C(=O)Nc2cccnc2)c2nn(-c3ccccc3)c(=O)c-2c1
  10, -2, -6
COc1nc(-c2ccco2)n(-c2ccc(NS(=O)(=O)c3ccc(F)cc3)cc2)n1
  15, -2, -7
CC(C)C(=O)NC1CCN(C(=O)c2c(F)cccc2Cl)CC1
  -31, 10, .
CCc1ccccc1NC(=O)Nc1cccc(C2NC(=S)N(CC)C(C)=C2C(=O)OCC(C)C)c1 (stereo unspecified)
  ., -11, -11
CNc1cncc(-c2ccc(NS(C)(=O)=O)cc2)n1
  7, -14, .
O=C(Cc1ccc2c(c1)OCCO2)N1CCCC1c1ccsc1 (stereo unspecified)
  7, -4, .
Cc1ccc(/C=C/S(=O)(=O)Nc2c(C(N)=O)sc3ccccc23)cc1
  2, 2, .
COc1ccc2nc(N(Cc3cccnc3)C(=O)c3ccc(Cl)s3)sc2c1
  -16, -3, -8
CC(C(=O)Nc1sccc1C(N)=O)N1CCN(c2ccccc2O)CC1 (stereo unspecified)
  3, -13, .
CC(C(=O)N1CCCC(C(=O)NC2CC2)C1)c1ccc(Cl)s1 (stereo unspecified)
  -26, 2, .
O=C(Oc1coc(CSc2ncccn2)cc1=O)c1cc([N+](=O)[O-])ccc1Cl
  -12, -4, -6
Cc1ccnc(NC(=O)CC2CSc3nc(C)cc(=O)n32)c1 (stereo unspecified)
  -3, -6, .
COCc1[nH]nc(N)c1-c1ccc(Cl)cc1
  1, -2, -6
CCc1nc2n(n1)C(=O)C(C(c1ccc(Cl)c(Cl)c1)N1CCC3(CC1)OCCO3)S2 (stereo unspecified)
  -2, -5, -8
COc1ccc(C(=O)Oc2ccccc2NC2=NS(=O)(=O)c3ccccc32)cc1OC
  -1, -4, -6
Cc1cc(C)cc(-c2nc3ccccn3c2NC(=O)CC(C)(C)C)c1
  -4, -9, -9
COCCN(CC(=O)N(CCc1c[nH]c2ccccc12)Cc1ccccc1OC)C(=O)C1CCC1
  15, -6, -5
Cc1noc(C)c1C(=O)N1CCC1(C)C(=O)NS(=O)(=O)Cc1cccc(Cl)c1 (stereo unspecified)
  -2, -12, .
O=S(=O)(c1ccc(F)cc1Cl)N1CCn2c1nc1ccccc12
  -2, -3, -12
COc1ccc(-c2csc(-n3[nH]c(C)c(N=Nc4cccc([N+](=O)[O-])c4C)c3=O)n2)cc1
  6, -1, -5
Cn1nccc1C(=O)N(CC1CCCO1)c1nc2c(Cl)cccc2s1 (stereo unspecified)
  ., -7, -8
CCOc1cccc2sc(=NC(=O)c3nc4ccccc4s3)n(CC)c12
  3, -8, .
CCOC(=O)N1CCN(C(=O)c2ccc(N3CCC(NCCn4nc(C)cc4C)CC3)cc2)CC1
  19, -5, -11
COCCOC(=NCCN1CCOCC1)NC(=O)c1ccc2c(c1)OCO2
  3, -4, -6
COc1ccc(C(=O)Nc2ccc(C#N)cc2)cc1F
  2, -7, .
CC(C)C(=O)Nc1ccc(S(=O)(=O)N2CCOC(c3ccccc3)C2)cc1 (stereo unspecified)
  -9, -1, .
Cc1cccc(NC(=O)N(CC(=O)N2c3ccccc3-n3cccc3C2c2ccc(F)cc2)C(C)C)c1C (stereo unspecified)
  18, -9, -5
O=C(c1ccco1)N1CCCC(OCc2ccc(F)c(F)c2)C1 (stereo unspecified)
  -4, 1, .
COc1cccc(-c2cc(-c3ccc(C(=O)NCCC#N)cc3)[nH]n2)c1
  6, -2, -6
c1ccc(CC2CN=C(N3CCOCC3)S2)cc1 (stereo unspecified)
  -6, -2, 1
CN(C)CCCN(C(=O)c1ccc2ncsc2c1)c1nc2ccc(Cl)cc2s1
  3, -2, -5
CC(C(=O)NCc1cccnc1N(C)Cc1ccccc1)n1ccnc1 (stereo unspecified)
  6, -5, -12
O=C(O)c1ccc(C2NC(=O)c3cc(Cl)ccc3O2)cc1 (stereo unspecified)
  7, 7, .
CCOC(=O)C1(CCCc2ccccc2)CCCN(C(=O)c2ocnc2C)C1 (stereo unspecified)
  11, -8, .
Cc1ccc(-c2ccc(C3=CC(C)(C)OC3=O)cc2)cc1
  0, -10, .
CN(C)CCOC(c1ccccc1)c1ccccc1 (tested in a mixture with another compound)
  -6&-1, 2&3, -2
O=C1c2ccccc2C(Cc2ccncc2)(Cc2ccncc2)c2ccccc21
  -16, 4, .
CN1C(=S)N(CCCN2CCOCC2)C(=O)/C1=C/c1ccc(N(C)C)cc1
  60*, -8, -9
NC(=O)C1CCCN(c2ccc(NC(=O)c3ccc(Cl)o3)cn2)C1 (stereo unspecified)
  -6, -10, -15
O=c1[nH]c2cc(Cl)ccc2nc1Cc1ccc2ccccc2n1
  0, -9, .
O=C(NC1CCCCC1)C1CCC(CNc2c(N3CCOCC3)c(=O)c2=O)CC1 (stereo unspecified)
  6, -5, -4
COC(=O)c1cc2occc2n1Cc1cc(=O)n2ccccc2n1
  3, -7, -6
Cc1cccc2c(=O)n(CC(=O)N3CCN(C(=O)CCC4CCCC4)CC3)cnc12
  6, -2, .
O=C(Nc1cccc(Cl)c1)N1CCCC(OCc2ccccc2F)C1 (stereo unspecified)
  -8, 2, 1
CCOC(=O)CCCN(CC(=O)N(CCc1c[nH]c2ccccc12)Cc1ccc(Cl)c(Cl)c1)CC(C)C
  ., -9, -7
Fc1ccc(-c2c[nH]c(=S)n2Nc2ccccc2Cl)cc1
  5, -4, -4
Cn1c(=O)c2c(nc(CN3CCN(c4ccccc4)CC3)n2CCN2CCOCC2)n(C)c1=O
  0, -4, -8
Cc1ccc(N(CC(=O)NCCOc2ccccc2)S(C)(=O)=O)cc1
  ., -10, -9
CCOC(=O)c1cnn(-c2cc(C)nc3c(-c4ccccc4)c(CC)nn23)c1N
  1, -16, -11
CN(C)S(=O)(=O)CCNC1CCN(c2ccc3c(c2)CCC3)CC1
  6, -6, .
COc1ccc(S(=O)(=O)Nc2ccc3cn[nH]c3c2)cc1[N+](=O)[O-]
  -2, -6, -8
c1ccc(N=P(N2CCOCC2)(N2CCOCC2)N2CCOCC2)cc1
  2, -5, .
COc1ccc(N2CCN(c3cc(C(=O)NCc4cccc(C)c4)c4ccccc4n3)CC2)cc1
  15, -7, -3
CCCCn1c(N)c(N(CC(C)C)C(=O)C2CCCC2)c(=O)[nH]c1=O
  -2, 1, .
CCOC(C)C(=O)Nc1nn(-c2ncccn2)cc1Br (stereo unspecified)
  0, -5, .
CCOc1cccc(CNC2CCCc3c2cnn3-c2cc(F)cc(F)c2)c1O (stereo unspecified)
  8, -5, .
O=C1c2ccccc2C(=O)N1CN(C(=O)c1ccccc1[N+](=O)[O-])c1ccc(F)cc1
  -12, 4, 1
CCOc1ccc(N(CC(=O)N[C@@H]2C[C@H]3CC[C@@H]2C3)S(=O)(=O)c2ccc(SC)cc2)cc1
  -9, -3, -3
Cc1cc2nc(-c3cc(NC(=O)c4cccc(Cl)c4)ccc3O)oc2cc1C
  12, -5, -7

Shown tab-delimited: 3 of the compounds above.
Molecule	NPYLR7 ag	hcGAS inh	mcGAS lum
O=C1c2ccccc2C(=O)N1CN(C(=O)c1ccccc1[N+](=O)[O-])c1ccc(F)cc1	-12	4	1
c1ccc(N=P(N2CCOCC2)(N2CCOCC2)N2CCOCC2)cc1	2	-5	.
CCOc1cccc(CNC2CCCc3c2cnn3-c2cc(F)cc(F)c2)c1O (stereo unspecified)	8	-5	.

Next records.
Sequence of screens – NPYLR7 ag, hcGAS inh, mcGAS lum
Cn1c(-c2ccccc2Cl)nn(CN2CCN(CC(=O)N3CCCCCC3)CC2)c1=S
  4, 2, 1
Cc1nc(N(C)C2CCCCC2)ncc1C(C)NC(=O)c1ocnc1C (stereo unspecified)
  18, -9, -14
CSc1ccc(CN(C(=O)CN(C)C2CCS(=O)(=O)C2)C2CC2)cc1 (stereo unspecified)
  10, -5, .
N=C(N)N1CCN(S(=O)(=O)C=Cc2ccccc2)CC1
  1, -6, .
O=c1[nH]nc(CCc2ccccc2)n1-c1ccc2c(c1)OCO2
  -1, 1, .
Cc1cc(NCC2CCCO2)n2ncc(-c3ccccc3Cl)c2n1 (stereo unspecified)
  3, -6, -7
COc1ncccc1C(=O)N1CCOc2ccc(C(O)C(c3ccccc3)c3ccccc3)cc2C1 (stereo unspecified)
  1, 0, -20
CSC1CCCC1N(C)CC(=O)N1CCCC(C(F)(F)F)C1 (stereo unspecified)
  4, -13, .
CCOC(=O)c1c(NC(=O)Cn2cnc([N+](=O)[O-])n2)sc2c1CCC(C)C2 (stereo unspecified)
  -22, -4, -5
COc1ccc(S(=O)(=O)NCCc2sc3nc(-c4ccc(C)cc4)nn3c2C)cc1C
  1, -6, -7
CCOC(=O)C1(C/C=C/c2ccccc2)CCCN(C(=O)c2ccc3c(c2)no[n+]3[O-])C1 (stereo unspecified)
  13, -9, .
Nc1nc(-c2ccc3c(c2)OCCO3)cs1
  -2, -8, .
COc1ccc(CC2CN(C(=O)c3cccc(-c4ncc[nH]4)c3)CCO2)cc1 (stereo unspecified)
  7, -9, -14
Cc1cc(C(=O)N(Cc2ccccn2)c2nc3ccccc3s2)n(C)n1
  6, -3, .
CC(C)CN1CC(C(=O)Nc2cc(Br)ccc2Sc2nnnn2C)CC1=O (stereo unspecified)
  -1, -1, .
CC(C)(C)NC(=O)Nc1c(-c2ccccc2)nn(C(C)(C)C)c1N
  ., 1, -4
CC(C)(C)OC(=O)N1CCC(C(=O)N2CCN(S(=O)(=O)c3ccccc3Cl)CC2)CC1
  -5, -3, -5
C=CCn1c(=O)c2c(nc3n(-c4ccc(O)cc4)c(C)cn23)n(C)c1=O
  3, -8, .
COc1cccc(CC(=O)N(Cc2ccncc2)Cc2nc3cc(C)ccc3o2)c1
  1, -4, -4
COc1ccc(Cl)c2sc(N(CCN(C)C)C(=O)c3ccc([N+](=O)[O-])s3)nc12
  10, -4, .
CSc1ccccc1C(=O)Nn1cnc2c(cnn2-c2ccccc2)c1=O
  24, 4, .
Cc1nc(CN2CCCC(NCc3cc4ccccc4o3)C2)no1 (stereo unspecified)
  -4, -6, .
CCC(C)(CCCNC(=O)Nc1cccc(F)c1)C1OCCO1 (stereo unspecified)
  8, -5, .
CC(/C=C1\N=C(c2ccccc2)OC1=O)=C\c1ccccc1
  -2, -1, .
COc1ccc(/C=C(/F)c2nc3ccccc3s2)cc1
  -3, -24, .
NC(=O)N1CCCC(C(=O)NC2(CN3CCCC3)CCCCC2)C1 (stereo unspecified)
  26, -5, -15
Cc1ccc(S(=O)(=O)N2CCN(c3nc4ccccc4nc3-c3ccccc3)CC2)cc1
  8, 0, -4
CCCn1c(=NC(=O)C2=COCCO2)sc2c(C)cc(C)cc21
  0, -5, -6
NC(=O)c1ccc(NC(=O)c2ccc(COc3ccc(F)cc3)o2)cc1
  15, -9, .
N#Cc1ccc(S(=O)(=O)N2CCN(C3c4ccccc4CCc4ccccc43)CC2)cc1
  21, -3, -6
CCCCC(CC)C(=O)Nc1nnc(SCC(=O)c2ccc(OCc3ccccc3)cc2)s1 (stereo unspecified)
  17, -4, -4
Cc1nn(C)c(Cl)c1CN(C)CC1CCCN(CCc2cccc(C(F)(F)F)c2)C1 (stereo unspecified)
  3, -8, -10
CO[C@H]1[C@H](NC(=O)c2ccncc2)c2ccccc2C12CCN(C(=O)CCN1CCCO1)CC2
  4, -7, -13
Oc1ccc(-c2csc(COc3ccccc3)n2)cc1O
  5, -2, -4
CC(=O)c1c(C)oc2ccc(NS(=O)(=O)c3ccc(C(C)C)cc3)cc12
  -8, -6, -7
CCc1nc(SCC(=O)N[C@@H]2C[C@H]2c2ccccc2)n[nH]1
  -1, -2, -3
COc1ccccc1/C=C1\C(=O)N(c2ccc(Cl)c(Cl)c2)N=C1C
  5, -3, -4
Cc1cccn2c(=O)nc(SCCC3OCCO3)nc12
  11, -5, -6
N#CC(C#N)=Cc1cn(-c2ccccc2)nc1-c1cccnc1
  1, -8, -1
CC1CCCC(c2ccccc2)N1S(=O)(=O)c1ccc(C(N)=O)cc1 (stereo unspecified)
  10, -9, .
CCn1c(O)c(N=NC(=O)c2ccncc2)c2cc(C)ccc21
  -3, -6, -6
CC(C(=O)O)c1cccc(Oc2ccccc2)c1 (stereo unspecified)
  -12&-5&-4, 5&-8&-9, -8&-5
CCNC(=O)N(CCOC)CC(=O)N(Cc1ccc(F)cc1)Cc1ccc(C)s1
  1, -1, -3
Cc1ccc(-c2cn[nH]c2C2CCCN(C(=O)C(=O)c3ccco3)C2)cc1 (stereo unspecified)
  5, -4, .
CCC(C)C(NC(=O)Nc1cc(OC)cc(OC)c1)C(=O)Nc1nnc(-c2ccc3c(c2)OCO3)s1 (stereo unspecified)
  12, -3, -4
COc1cc(-c2cc(C(=O)NCc3c(Cl)cccc3Oc3ccccc3)c3ccccc3n2)cc(OC)c1OC
  8, -2, -7
CCOC(=O)c1c(NC(=O)Cc2cccs2)sc(C(=O)Nc2ccccc2C)c1C
  -2, -6, -5

Hits appear at their usual frequency; 0.29% or so of the library scored in one or more.
